Screening data (PubChem)
Dicer inh: inhibitors of human Dicer processing of pre-microRNA. Q9UPY3. cat-ELCCA pre-miR-21 Dicer processing, chemiluminescence; active compounds read high. z-score at 25 µM. actives 6% (n = 47,000). AID 1347074; in the data active = z-score above about 3, passing the limit was not always enough;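 note: plate controls were vehicle for no effect and no enzyme for full effect; higher signal means more uncleaved substrate so more Dicer inhibition; strong numbers were not always called active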
Target sequence (Q9UPY3 whole entry, looked up): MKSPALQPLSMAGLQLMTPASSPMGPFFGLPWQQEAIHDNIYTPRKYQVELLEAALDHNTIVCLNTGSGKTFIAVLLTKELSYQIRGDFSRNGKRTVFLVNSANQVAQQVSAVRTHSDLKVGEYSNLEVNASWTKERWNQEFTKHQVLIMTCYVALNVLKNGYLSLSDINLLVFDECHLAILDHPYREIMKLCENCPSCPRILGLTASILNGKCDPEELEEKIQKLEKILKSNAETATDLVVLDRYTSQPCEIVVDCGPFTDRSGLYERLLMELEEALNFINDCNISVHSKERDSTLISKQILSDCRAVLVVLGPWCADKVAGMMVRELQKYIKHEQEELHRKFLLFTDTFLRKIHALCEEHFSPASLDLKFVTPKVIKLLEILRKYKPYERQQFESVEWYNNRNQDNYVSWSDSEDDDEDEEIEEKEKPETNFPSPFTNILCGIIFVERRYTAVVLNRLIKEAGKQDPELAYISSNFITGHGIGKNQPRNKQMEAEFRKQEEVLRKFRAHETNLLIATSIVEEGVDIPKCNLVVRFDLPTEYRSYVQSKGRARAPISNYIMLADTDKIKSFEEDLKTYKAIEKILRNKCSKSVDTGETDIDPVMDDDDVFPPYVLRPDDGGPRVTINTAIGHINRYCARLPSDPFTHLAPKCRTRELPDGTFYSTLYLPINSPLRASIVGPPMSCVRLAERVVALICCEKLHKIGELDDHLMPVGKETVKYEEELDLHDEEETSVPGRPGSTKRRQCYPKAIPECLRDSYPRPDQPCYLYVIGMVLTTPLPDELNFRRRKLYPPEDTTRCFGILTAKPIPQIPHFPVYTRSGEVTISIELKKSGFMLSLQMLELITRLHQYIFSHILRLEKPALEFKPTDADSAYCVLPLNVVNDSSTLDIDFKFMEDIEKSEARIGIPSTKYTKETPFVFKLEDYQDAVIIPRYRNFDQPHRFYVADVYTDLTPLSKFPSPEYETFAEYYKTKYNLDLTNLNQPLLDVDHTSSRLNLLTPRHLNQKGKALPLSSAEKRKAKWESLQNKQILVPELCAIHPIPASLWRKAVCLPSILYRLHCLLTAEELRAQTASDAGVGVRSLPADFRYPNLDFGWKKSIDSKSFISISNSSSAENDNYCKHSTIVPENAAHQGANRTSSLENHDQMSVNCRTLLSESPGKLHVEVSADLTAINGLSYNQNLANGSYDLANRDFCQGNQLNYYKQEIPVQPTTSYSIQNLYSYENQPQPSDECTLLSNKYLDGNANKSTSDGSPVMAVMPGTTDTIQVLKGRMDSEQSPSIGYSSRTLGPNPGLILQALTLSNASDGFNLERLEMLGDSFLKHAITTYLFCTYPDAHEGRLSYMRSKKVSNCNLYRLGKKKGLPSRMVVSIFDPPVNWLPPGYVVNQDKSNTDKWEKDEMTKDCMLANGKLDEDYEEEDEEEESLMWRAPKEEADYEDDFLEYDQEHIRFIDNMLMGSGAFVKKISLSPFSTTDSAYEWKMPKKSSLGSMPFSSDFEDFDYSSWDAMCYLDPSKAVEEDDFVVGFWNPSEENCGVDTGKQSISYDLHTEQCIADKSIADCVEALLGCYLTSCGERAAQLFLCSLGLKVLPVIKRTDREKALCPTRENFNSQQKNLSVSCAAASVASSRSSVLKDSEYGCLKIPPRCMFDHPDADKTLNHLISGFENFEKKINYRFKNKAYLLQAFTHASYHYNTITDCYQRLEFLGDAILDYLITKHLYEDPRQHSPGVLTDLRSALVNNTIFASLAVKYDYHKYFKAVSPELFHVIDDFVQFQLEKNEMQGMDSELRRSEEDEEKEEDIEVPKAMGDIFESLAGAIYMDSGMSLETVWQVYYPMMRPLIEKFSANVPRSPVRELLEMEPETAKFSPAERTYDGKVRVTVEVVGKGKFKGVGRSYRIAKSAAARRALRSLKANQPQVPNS
Numbers without * were called inactive.

SMILES	Dicer inh
O=S(=O)(Nc1ccccc1NC1CCN(Cc2ccccc2)CC1)c1ccc(F)cc1	2.5
CCOC(=O)c1cc(C)nc2ccc(Br)cc12	-0.87
CCOC(=O)c1c(NC(=O)c2cccs2)sc(C(=O)N2CCCCC2)c1C	-0.01
COc1ccc(OC)c(NC(=O)Nc2ccc(Cl)cc2Cl)c1	-0.11
Cc1ccc(C(=O)c2cc(O)c(O)c([N+](=O)[O-])c2)cc1	8.4*
COc1ccc(-c2noc(-c3cccc(OC)c3OC)n2)cc1	4.1*
CCc1cccc2c(=O)c(C(=O)O)c[nH]c12	-1.3
c1ccc(OCc2nn3c(-c4ccccc4)nnc3s2)cc1	-1.1
CCOC(=O)CSc1nc(-c2ccccc2OC)nc(C)c1C(C)=O	2.2
Cn1ccnc1SCC(=O)c1ccc(Cl)cc1	0.03
CCOC(=O)c1cc(-c2ccccc2)sc1NC(=O)CSc1nccn1C	-2.2
CCOC(=O)c1cnn(-c2ncnc3sccc23)c1N	-0.23

Arranged by count of non-hydrogen atoms (lowest first): 8 of the compounds above.
SMILES	Dicer inh
CCc1cccc2c(=O)c(C(=O)O)c[nH]c12	-1.3
Cn1ccnc1SCC(=O)c1ccc(Cl)cc1	0.03
CCOC(=O)c1cnn(-c2ncnc3sccc23)c1N	-0.23
c1ccc(OCc2nn3c(-c4ccccc4)nnc3s2)cc1	-1.1
COc1ccc(-c2noc(-c3cccc(OC)c3OC)n2)cc1	4.1*
CCOC(=O)CSc1nc(-c2ccccc2OC)nc(C)c1C(C)=O	2.2
CCOC(=O)c1c(NC(=O)c2cccs2)sc(C(=O)N2CCCCC2)c1C	-0.01
O=S(=O)(Nc1ccccc1NC1CCN(Cc2ccccc2)CC1)c1ccc(F)cc1	2.5

Among those listed so far, these have two or more sulfur atoms:
SMILES	Dicer inh
CCOC(=O)c1c(NC(=O)c2cccs2)sc(C(=O)N2CCCCC2)c1C	-0.01
CCOC(=O)c1cc(-c2ccccc2)sc1NC(=O)CSc1nccn1C	-2.2

The results go on:
SMILES	Dicer inh
O=S(=O)(c1ccc(-c2ccccn2)s1)N1CCCC1c1ccc(F)cc1 (configuration not stated)	0.04
c1ccc(-c2cn3c4ccccc4n(CCN4CCOCC4)c3n2)cc1	4.1*
Cc1ccc(N2C(=O)c3oc4ccccc4c(=O)c3C2c2ccccc2)nc1 (configuration not stated)	0.17
COc1ccc(-c2noc(Cc3ccccc3)n2)cc1OC	-2.1
COc1ccc(/C(N)=N/OC(=O)Nc2ccccc2)cc1OC1CCCC1	-0.13
CCCNC(=O)CCSc1nc(-c2ccco2)cc(C(F)(F)F)n1	1.5
O=c1[nH]nc(-c2ccc(Cl)cc2)c2ccccc12	-1.4
COc1cccc2c1c(NC(=O)c1cc(C)oc1C)nn2C	-2.9
c1ccc(OCc2nc3ccccc3s2)cc1	2.4
CN(C)c1cc2c(Nc3ccc4c(cnn4Cc4ccccc4)c3)ncnc2cn1	-1.8
c1ccc(-c2csc3ncnc(NC4CCCCC4)c23)cc1	-0.92
O=C(Nc1ccccc1)Nc1nnc(-c2ccccc2F)s1	1.2
Ic1ccc(Sc2c(-c3ccccc3)nc3ccccn23)cc1	-0.54
COc1ccc(C(=O)CSc2n[nH]c(-c3ccco3)n2)cc1C	5.6*
C/S(=N\S(=O)(=O)c1ccccc1)c1ncc(Cl)cc1C(F)(F)F (configuration not stated)	-0.84
FC(F)(F)c1cc(Cl)c2ncc(-c3ccc(Cl)c(Cl)c3)nc2c1	1.2
CC(C)N(CCC#N)CN1C(=O)c2ccccc2C1=O	1.6
OCCNc1ncnc2c1sc1nc(-c3ccccc3)c3c(c12)CCCC3	0.3
CN1c2ccsc2C(=O)/C(=C\Nc2ccccn2)S1(=O)=O	0.61
CN=c1scc(C)n1/N=C/c1c(Cl)cccc1Cl	-0.13
O=C1C(=O)N(Cc2cccnc2)C(c2ccc3c(c2)OCO3)/C1=C(\O)c1ccc(Cl)cc1 (configuration not stated)	-0.04
Cn1c(=O)n(C)c2cc(S(=O)(=O)Nc3ccc(O)cc3)ccc21	-0.33
CCCSc1nnc2c(n1)OC=Nc1ccc(Br)cc1-2	0.47
COc1ccc(Nc2nc(-c3ccncc3)cs2)cc1	0.71
Cc1ccc2ccc(C(Nc3ccccn3)c3ccc(Br)cc3)c(O)c2n1 (configuration not stated)	5.7*
CCOC(=O)c1nc(Nc2ccc(OC(C)C)cc2)c2ccccc2n1	-0.46
CSc1ccc(C(Nc2ccccn2)c2ccc3ccc(C)nc3c2O)cc1 (configuration not stated)	-0.44
O=C1CCCC2=C1C(c1cccc(OCc3ccccc3)c1)n1ncnc1N2 (configuration not stated)	0.61
CCOC(=O)/C(C#N)=C(\Nc1ccccc1Cl)SC	0.45
O=C(COc1ncnc2cc(Cl)ccc12)c1ccc(F)cc1	1.2
Cn1c(=O)c2[nH]c(NCCCN3CCOCC3)nc2n(C)c1=O	2.5
CNc1ccc(Cl)cc1C(=O)NC(C)(C)C	0.15
Cc1ccc(-c2nc3cc(NC(=O)c4ccc([N+](=O)[O-])o4)ccc3o2)cc1	-0.19
COC(=O)CCS(=O)(=O)c1ccc(Br)cc1	2.1
O=C1C2CC=CCC2C(=O)N1c1ccc(Cl)cc1O (configuration not stated)	-0.32
CN(C)c1c(F)cc(C(=O)NC(=O)NC2=NCCS2)cc1F	1.2

In another format: results already given
SMILES: CC(C)N(CCC#N)CN1C(=O)c2ccccc2C1=O
- Dicer inh: 1.6

SMILES: OCCNc1ncnc2c1sc1nc(-c3ccccc3)c3c(c12)CCCC3
- Dicer inh: 0.3

New compounds follow:
SMILES	Dicer inh
CCCc1nc(-c2ccc(-c3ccc(C)cc3)nc2OC)no1	-0.99
N#CC1=C(SCc2ccccc2)SC(CO)NC1=O (configuration not stated)	-2.5
CCOC(=O)C(CC)Oc1ccc2c(c1)oc(=O)c1ccccc12 (configuration not stated)	2.2
O=c1ccc(Oc2nc(N3CCCCC3)nc(N3CCCCC3)n2)n[nH]1	0.51
N=C1CC(=O)N=C2SC(C3CC3)=NN12	-0.83
Cn1c(=O)c2c(ncn2CC(=O)Nc2cccc(Br)c2)n(C)c1=O	1.7
NC(=O)C1=CN(C(=O)Nc2ccc(Cl)cc2Cl)CCC1C(F)(F)F (configuration not stated)	-2.1
CCN1CCCn2c1nc1c2c(=O)[nH]c(=O)n1C	0.49
O=C1c2ccccc2C2N1CCCN2S(=O)(=O)c1ccccc1 (configuration not stated)	0.92
COc1cc(CN2CCN(Cc3ccco3)CC2)cc(OC)c1	0.39
Cc1ccc(CNc2oc(COc3ccccc3C)nc2C#N)cc1	-1.2
CN(C)CCN1C(=O)C(O)=C(C(=O)c2cc3ccccc3o2)C1c1ccc(O)cc1 (configuration not stated)	0.61
Cc1ccc(C2N3CC4(C)CN2CC(C)(C3)C4)cc1 (configuration not stated)	3*
CCOC(=O)CN1C(=O)C(O)(CC(=O)c2cccc(Br)c2)c2ccccc21 (configuration not stated)	67
CCCOc1ccc(C2C3=C(CC(C)(C)CC3=O)NC3=C2C(=O)CC(C)(C)C3)cc1	-0.5
Cc1cc(NS(=O)(=O)c2ccc(C#N)cc2)no1	-0.28
COc1cccc(CN2CCN(Cc3ccc4c(c3)OCO4)CC2)c1OC	3.5*
CCc1ccc2nc(NC3=NCN(C(C)C)CN3)nc(C)c2c1	-0.38
CCOC(=O)c1[nH]c2ccc(F)cc2c1N	2.5
Cc1onc(-c2c(Cl)cccc2Cl)c1C(=O)N1CCCC1c1ccc(F)cc1 (configuration not stated)	10
CCOc1cccc(C2c3c(oc4ccccc4c3=O)C(=O)N2c2nnc(C)s2)c1 (configuration not stated)	-0.46
O=C(NC1CCN(Cc2ccccc2)CC1)c1cccn1CCc1ccccn1	1.4
FC(F)(F)c1nnc(Nc2cccnc2)s1	0.07
COc1ccc(C2=CC(c3ccccc3)c3ccccc3O2)cc1OC (configuration not stated)	5.1
CCSc1nc(N)c(Br)c(=O)[nH]1	9.4
COc1ccccc1NC(=S)NCC1CCC(CNC(=S)Nc2ccccc2OC)CC1 (configuration not stated)	2.3
O=c1oc2ccccc2n1Cc1ccccc1	0.13
CCOC(=O)c1ccc(-n2sc3c(c2=S)-c2ccccc2NC3(C)C)cc1	0.62
Cc1c(C)c(C)c(CNC(=S)NN)c(C)c1C	1.6
CCc1c(C)nc2ccc(Br)cc2c1SCCC(=O)O	3.2*
C/C(=N\OCC(=O)N=S(C)(=O)c1ccc(C)cc1)c1ccc(Cl)cc1 (configuration not stated)	-0.26
COc1c(/C=C(\NC(C)=O)C(=O)O)cccc1OC1CCCC1	-1.3
CCOC(=O)C1C2C=CC3(CN(C(C)C)C(=O)C13)O2 (configuration not stated)	-0.64
CCOC(=O)COc1cccc(C(C)=O)c1	2.5
C#CCN1C(=O)C(O)(CC(=O)c2cc(OC)ccc2OC)c2ccccc21 (configuration not stated)	2.3
CSCCC(Nc1ncnc2c1oc1ccccc12)C(=O)O (configuration not stated)	0.26
NS(=O)(=O)c1ccc(CCNC2CC(=O)N(c3ccc(Br)cc3)C2=O)cc1 (configuration not stated)	0.22
O=c1c(-c2ccc(O)cc2)coc2cc(O)cc(O)c12	-1.4
COc1cccc(C2CC(c3ccc(C(C)C)cc3)n3nc(N)nc3N2)c1 (configuration not stated)	-0.46
CCN(CC)CC#Cc1cccc(C)c1	5*
CCN1C(=O)C(=Cc2c(O)n(CC)c(=O)n(CC)c2=O)C(=O)N(CC)C1=O	-2.2
O=C(On1c(-c2ccccc2)nc2ccccc2c1=O)c1ccc(F)cc1	0.38
CC(O)(P(=O)(O)O)P(=O)(O)O	-0.02
O=[N+]([O-])c1ccc(NCCCCCO)nc1	0.11
CCOC(=O)c1sc2ncnc(N)c2c1C	0.71
CC(=O)Nc1sc2c(c1C(=O)O)CC(C)(C)OC2	-1.3
Cc1ccc(C)c(OCc2nc(-c3cccs3)no2)c1	0.26
O=C(NC1CCN(Cc2ccccc2)CC1)c1ccc(Oc2cc(Cl)cc(Cl)c2)o1	-1.3
COc1ccc(-c2noc(-c3ccc(OC)c(OC)c3)n2)cc1OC	-0.23
COC(=O)Nc1ccc(S(=O)(=O)C(F)(F)F)cc1	-0.94
COc1ccc(F)cc1S(=O)(=O)NC1CC(C)(C)NC(C)(C)C1	0.4
CCOc1ccccc1Nc1cc(C)nc2ccc(OC)cc12	1.7
CSCCNC(=O)Nc1c(-c2c(Cl)cccc2Cl)noc1C	-0.85
Cc1nn(C)c(=O)c(N)c1-c1cc(-c2ccc(Cl)c(Cl)c2)n[nH]1	-0.78
CCOC(=O)N1CCN(S(=O)(=O)c2coc(C)c2C(=O)OC)CC1	0.29
CS(=O)(=O)N(Cc1ccccc1)Cc1ccccc1N1CCC(C(=O)O)CC1	-0.02
Cc1c(NC(=O)CSc2nnc3c4ccccc4n(C)c3n2)c(=O)n(-c2ccccc2)n1C	3.2*
CC(=O)c1ccc(N=Nc2c(O)c(C(=O)Nc3ccccc3)cc3ccccc23)cc1	-0.37
CC(C)(C)c1cc2nc(C(F)(F)F)cc(SCCOC(=O)c3ccccc3)n2n1	0.94
C=CCn1c(SCC(=O)NC(=O)NC)nnc1-c1ccncc1	-1.9

Random excerpt: four compounds from above
SMILES	Dicer inh
COc1ccc(-c2noc(-c3ccc(OC)c(OC)c3)n2)cc1OC	-0.23
CSCCNC(=O)Nc1c(-c2c(Cl)cccc2Cl)noc1C	-0.85
CCOc1ccccc1Nc1cc(C)nc2ccc(OC)cc12	1.7
CC(C)(C)c1cc2nc(C(F)(F)F)cc(SCCOC(=O)c3ccccc3)n2n1	0.94

(further entries)
SMILES	Dicer inh
O=C(O)CCN1C(=O)c2cccc3cc([N+](=O)[O-])cc(c23)C1=O	-0.22
CN(C)S(=O)(=O)N(CC(=O)NCCSc1ccccc1)c1ccccc1	0.22
O=S(=O)(Cc1noc(-c2ccc(Cl)cc2)n1)c1ccccn1	-0.29
CS(=O)(=O)N1CCN(c2cc(C(F)(F)F)nc3ccccc23)CC1	1.1
O=C(Nc1ccncc1)C1c2ccccc2Oc2ccccc21	-1.1
O=C1Nc2ccc(Br)cc2/C1=N/N=C/c1ccncc1	23
Cn1ncc2c(Sc3ccc(Cl)cc3)ncnc21	-3.1
Cc1ccc(Cn2c(NCCN(C)C)nc3c2c(=O)[nH]c(=O)n3C)cc1	-1.4
Cc1ncc(CSc2nc(C(C)(C)C)cs2)c(CO)c1O	-0.68
CCOc1cccc(-c2nnc(N)s2)c1	2.8
CCOC(=O)NNC(=S)Nc1ccccc1	1.6
CCCSc1ccc([N+](=O)[O-])c(N=C(NC(=O)OC)SC)c1	-0.95
OC[C@H]1NC[C@@H](O)[C@@H]1O	-0.67
Cc1ccccc1Cn1c(NCC2CCCO2)nc2c1c(=O)n(C)c(=O)n2C (configuration not stated)	1.7
N#Cc1ccc(OCC(F)(F)F)nc1	-2.6
Cc1c(CN2CCc3ccccc3C2)sc2ccccc12	4.8*
CCOC(=O)c1cc(NC(=O)NC(=O)c2c(Cl)cccc2Cl)ccc1Oc1cncc(Cl)c1	2.3
CCCC1=NNC(=O)C1Cc1c(Cl)cccc1Cl (configuration not stated)	1.8
CC1(C)C2CCC1(CS(=O)(=O)N1CCCN(c3nc4ccc(Cl)cc4s3)CC1)C(=O)C2 (configuration not stated)	-0.99
CCN(/C=C/c1nnnn1-c1ccc(C)cc1)CC	-0.29
Cc1sc2c(c1C)C(=O)/C(=C\N(C)C)S(=O)(=O)N2C	-2.1
CCN(CCC#N)c1ccc(N=Nc2c(O)ccc3ccccc23)cc1	6.1*
COc1ccc(S(=O)(=O)NCC(=O)O)cc1	1.4
Nc1cc(Cl)ccc1NC(=O)c1ccccc1N	-3.4
CCOC(=O)c1ccc(NC(=S)NN)cc1	3.5*
CC(C)OC(=O)c1cccc(C(=O)O)n1	1.6
Cc1ccc(OCCn2c(SCCO)nc3ccccc32)cc1	0.65
Cc1cc(NC(=O)c2ccc3c(c2)OCO3)no1	20
C#CC(/C=C/C)OC(=O)c1ccccc1C(=O)O (configuration not stated)	0.91
C=C(C)CN1CCN(c2cc(C)c(C#N)c3nc4ccccc4n23)CC1	2.6
c1coc(-c2nc3sc(-c4ccco4)nc3s2)c1	-1.8
Cc1c(C)c(C)c(CSC2=NCN(C)CN2)c(C)c1C	-0.04
COc1ccc(-c2noc(COc3ccc(Cl)cc3)n2)cc1	2.8
CC(=O)Oc1ccc(-c2nc3ccc(OC(C)=O)cc3c(=O)o2)cc1	2.1

This is a subset. The share of hits here may be higher or lower than overall.
